Bioassay records (PubChem)
PAFAH1B3 inh – inhibitors of human PAFAH1B3; Q15102; recombinant PAFAH1B3, FP-rhodamine probe, fluorescence polarization; inhibition, % at 3.39 µM; hit rate 0.28% among 340,000; AID 492972;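 active = inhibition above the screen-wide average of all tested compounds plus 3 SD, cut at about 25% in these data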;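 also: 0% = enzyme with DMSO only and 100% = wells lacking PAFAH1B3 protein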
LYPLA1 inh – LYPLA1 (human) inhibition in PME1 counter-screen; hit rate 0.16% among 320,000; recombinant LYPLA1, FP-Rh probe fluorescence polarization; AID 2174; O75608; inhibition, % at 5.9 µM;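 active = inhibition above the mean of all tested compounds plus 3 SD, set per campaign, cut at about 14% in these data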;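 also: inhibitors block serine hydrolase probe labeling of LYPLA1 so polarization falls; 0% = enzyme with DMSO and 100% = wells lacking LYPLA1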
PAD4 FP inh – blocks human protein arginine deiminase 4. recombinant PAD4, RCA probe fluorescence polarization. inhibition, % at 6.36 µM. hit rate 0.41% among 330,000. AID 485272;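 active = percent inhibition above a cutoff equal to the mean of all tested compounds plus 3 SD, cut at about 15% in these data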;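 also: 0% = PAD4 with RCA probe and DMSO and 100% = probe without PAD4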
PAFAH2 inh – inhibitors of human PAFAH2 | Q99487 | recombinant PAFAH2, FP-rhodamine activity probe, fluorescence polarization | inhibition, % at 3.39 µM | hit rate 0.99% among 340,000;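 active = inhibition above the mean over all tested compounds plus 3 SD, cut at about 30% in these data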;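 also: inhibitors block probe labeling of enzyme so polarization drops; 0% = enzyme with DMSO and 100% = wells lacking PAFAH2 protein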
ZTA DNA inh – blocks Epstein-Barr virus ZTA, an EBNA-1 counter-screen | P03206 | ZTA-DNA binding, fluorescence polarization | inhibition, % at 11 µM | hit rate 0.15% among 320,000 | AID 2234; in the data active = inhibition above about 33%
LYPLA2 inh – LYPLA2 (human) inhibition in PME1 counter-screen; recombinant LYPLA2, FP-Rh probe fluorescence polarization; inhibition, % at 5.9 µM; hit rate 0.38% among 320,000; AID 2177;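 active = inhibition above the screen-wide mean plus 3 SD, limit set per campaign, cut at about 26% in these data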;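 also: 0% = LYPLA2 with DMSO and 100% = wells lacking LYPLA2 enzyme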
Target sequence (O95372 whole entry, looked up): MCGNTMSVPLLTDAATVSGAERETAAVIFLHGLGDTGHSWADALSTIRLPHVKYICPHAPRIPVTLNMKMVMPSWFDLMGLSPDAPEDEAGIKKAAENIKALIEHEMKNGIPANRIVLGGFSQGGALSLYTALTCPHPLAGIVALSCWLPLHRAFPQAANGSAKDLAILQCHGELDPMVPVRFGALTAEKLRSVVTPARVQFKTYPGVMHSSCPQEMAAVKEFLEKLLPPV
PREPL inhibitor – inhibits the human prolyl oligopeptidase-like enzyme | Q4J6C6 | recombinant PREPL, fluorescence polarization activity-based probe | inhibition, % at 5.96 µM | hit rate 0.68% among 320,000 | AID 2751; in the data active = inhibition above about 43%;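 also: 0% = enzyme with DMSO and 100% = wells lacking enzyme; many of its hits are not listed in these tables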
Target sequence (Q4J6C6 whole entry, looked up): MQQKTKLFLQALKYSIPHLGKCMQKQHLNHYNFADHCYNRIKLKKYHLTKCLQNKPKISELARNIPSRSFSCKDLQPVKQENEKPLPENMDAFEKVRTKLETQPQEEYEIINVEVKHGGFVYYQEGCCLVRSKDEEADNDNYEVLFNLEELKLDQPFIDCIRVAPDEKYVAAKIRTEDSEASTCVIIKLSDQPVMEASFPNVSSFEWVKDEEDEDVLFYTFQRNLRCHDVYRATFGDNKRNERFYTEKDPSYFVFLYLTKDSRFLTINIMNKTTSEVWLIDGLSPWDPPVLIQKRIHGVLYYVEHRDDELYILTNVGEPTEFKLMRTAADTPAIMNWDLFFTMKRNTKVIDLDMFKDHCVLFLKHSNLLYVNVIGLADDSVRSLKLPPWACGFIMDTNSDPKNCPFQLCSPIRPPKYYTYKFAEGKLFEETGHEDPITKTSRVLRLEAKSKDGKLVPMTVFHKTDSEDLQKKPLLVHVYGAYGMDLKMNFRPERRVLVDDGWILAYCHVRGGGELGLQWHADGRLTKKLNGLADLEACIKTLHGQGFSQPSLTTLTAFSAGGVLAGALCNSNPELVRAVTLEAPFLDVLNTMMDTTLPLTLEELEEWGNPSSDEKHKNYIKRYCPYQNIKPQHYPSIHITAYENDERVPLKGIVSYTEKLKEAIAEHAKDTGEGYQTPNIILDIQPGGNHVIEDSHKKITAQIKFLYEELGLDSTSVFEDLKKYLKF
GSTO1 counter – counter-screen for RBBP9 inhibitors: inhibitors of human GSTO1; recombinant GSTO1, activity-based probe fluorescence polarization; hit rate 1.1% among 300,000; AID 1974; inhibition, % at 5.96 µM;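 active = inhibition above the campaign mean inhibition plus 3 SD, cut at about 35% in these data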;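 also: 0% = GSTO1-1 with DMSO and 100% = wells lacking GSTO1-1 enzyme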
EBNA-1 inh – blocks EBNA-1 binding to DNA; hit rate 0.34% among 300,000; inhibition, % at 14.8 µM; EBNA-1 DNA binding, fluorescence polarization; in the data active = inhibition above about 28%
* marks the source's active call; other numbers are inactive results; . = no result given. The list is partial; the hit share may differ from the screen's.

SMILES	PAFAH1B3 inh	LYPLA1 inh	PAD4 FP inh	PAFAH2 inh	ZTA DNA inh	LYPLA2 inh	PREPL inhibitor	GSTO1 counter	EBNA-1 inh
CC(NC(=O)c1cccs1)c1ccc(Br)cc1 (stereo not drawn)	0	-2	0	4	1	3	11	0	-10
O=C(Nc1ccc(CN2CCCCC2)cc1)c1cccc(Br)c1	4	0	0	2	-8	8	-24	2	8
CCN(C(=O)COC(=O)c1cnccn1)c1cccc2ccccc12	7	.	-1	-6	.	.	-3	.	.
Cc1ccc(CS(=O)(=O)Cc2ccc(C(=O)NC3CC3)o2)cc1	11	-3	-1	4	-7	-1	-3	1	8
CCOC(=O)CNC(=O)Nc1ccccc1C(=O)OC	8	-3	0	-5	-18	2	-4	-1	-2
CCOC(=O)COc1cccc2c(=O)n(CC(=O)N3CCCc4ccccc43)ccc12	-4	0	-1	-1	-1	7	0	3	-11
Cc1nc2cc3c(cc2c(C)c1C(=O)OC(C)C)OCO3	-1	2	-2	-5	8	9	-3	0	3
O=c1cc(N2CCc3ccccc32)[nH]c(=O)n1Cc1ccc(F)cc1	2	-2	-6	1	-10	-3	3	-17	-1
Cn1cc(-c2ccccc2C(N)=O)c(=O)c2cc(Cl)ccc21	6	-3	1	-5	-7	-6	-5	-6	-4
Cc1ccc(OCC(=O)Nc2ccc(S(=O)(=O)N3CCN(C)CC3)cc2)cc1	8	3	-4	13	-18	6	6	10	-15
S=C(NC1CCCC1)N1CCN(c2ncccn2)CC1	3	-7	1	5	13	-6	5	2	8
CC(=O)NC12CC3CC(C)(C1)CC(NC(C)=O)(C3)C2	-1	1	0	-4	24	1	-1	7	5
CCCCOc1ccc(Nc2nc(C)cc(C)c2C#N)cc1	11	-2	-3	-2	11	0	13	-7	-12
CC1CCN(c2oc(-c3ccc(F)cc3)nc2C#N)CC1	4	1	0	4	-18	3	6	-1	-7
C=CCN1C2=NCCCN2c2ccccc21	9	1	-1	-2	-4	-3	-8	4	-19
C=CCc1cccc(/C=N/NC(=O)CCC(=O)Nc2ccc(C)cc2)c1O	4	3	-1	2	-15	-6	0	0	2
Cc1ccsc1/C=N\NC(=O)c1n[nH]c2c1CCC2	0	1	-3	0	0	2	8	0	-20
O=C(O)CNC(=O)/C(=C/c1ccco1)NC(=O)/C=C/c1ccccc1	7	4	1	-6	9	4	6	2	0
Cc1nc(CN2CCN(C(=O)CCc3nnc(Cc4c[nH]c5ccccc45)o3)CC2)cs1	-2	0	2	4	-3	0	23	-2	11
O=C(CN1CCN(C(=O)C2CCCO2)CC1)Nc1ccc(Cl)cc1 (stereo not drawn)	6	1	-3	4	2	0	9	-3	-17
Cc1cccc(S(=O)(=O)N(CC(=O)Nc2ccccc2C)Cc2ccco2)c1	1	-1	1	10	12	7	-11	0	8
Cc1nc2cc(S(=O)(=O)C(F)(F)F)ccc2s1	10	-2	1	5	-11	-2	3	-3	-1
O=C(Nc1ccnn1C1CCN(Cc2ccccc2)CC1)C1CCOC1 (stereo not drawn)	2	3	1	1	-2	-3	2	5	-3
CON(c1nc(N(C)C)nc(N(C)C)n1)S(=O)(=O)c1ccccc1Cl	5	-6	-3	-7	10	-4	4	8	0
CCO[C@@H]1OC(C(=O)NC2CC2)=C[C@H](c2c[nH]c3ccccc23)[C@H]1CCCO	7	-2	-8	-3	-5	3	17	5	7
COc1cc(CNc2ncc(-c3ccc(Br)cc3)n2C)cc(OC)c1O	8	-5	-2	0	-3	0	37	9	-21
CCS(=O)(=O)N1CCN(C(=O)c2cc(OC)cc(OC)c2)CC1	1	-2	1	15	1	-1	-2	3	-3
COc1cc(/C=C2\SC(=S)N(N3CCOCC3)C2=O)ccc1O	-29	-29	-3	-59	2	-54	-45	-11	-1
Nc1cccc(-c2ccc(CO)o2)c1	-2	1	-1	0	-9	3	4	4	4
COc1ccc(C(=O)NNC(=O)CSc2nnc(C)n2C)cc1	4	-7	-4	4	4	-12	3	5	-13
CCN(CC)C(=O)C1=C(C)Nc2nc3ccccc3n2C1c1cccc(OC)c1 (stereo not drawn)	4	1	1	5	-1	5	-5	-3	16
COc1ccc(NC(=O)CN(C)C(=O)Cn2c(=O)oc3ccccc32)cc1	1	1	-6	3	-4	1	15	-2	-12
CCCc1cc(=O)oc2cc(OCC(=O)NC(Cc3c[nH]c4ccc(O)cc34)C(=O)O)c(Cl)cc12 (stereo not drawn)	10	1	0	6	6	3	5	6	-12
O=[N+]([O-])c1ccc(N2CCC(O)CC2)nc1	-2	-3	-5	1	10	-3	5	4	5
CCc1nc(Nc2ccc(OC)cc2OC)c2oc3ccccc3c2n1	5	4	-1	9	20	5	8	4	14
CC(C)NS(=O)(=O)c1ccc(OCC(=O)Nc2cccc(F)c2)cc1	0	-3	1	5	4	-4	-4	2	-9
Cc1cccc(NC(=O)c2cc(Cl)nc3ccccc23)c1	2	-6	1	5	4	-2	-4	-6	-2
Cc1cc2n(n1)C(c1ccc3c(c1)OCO3)Nc1ccccc1-2 (stereo not drawn)	1	-2	0	-4	-11	5	11	-11	9
COc1cc(/C=N/NC(=O)COc2ccccc2C)ccc1OC(=O)c1cccs1	-2	-3	1	-9	5	0	22	-6	-3
CC(=O)C1=C(C)NC(=O)CC1c1ccc(Br)cc1 (stereo not drawn)	-4	-2	-5	5	3	2	-5	-2	-7
CC1CCN(S(=O)(=O)CCNC(=O)c2ccc(F)cc2)CC1	0	3	-6	2	-4	3	-6	0	8
O=C(NCc1cccnc1)c1noc2c1CCCC2	10	3	-5	1	-3	2	9	1	8
O=C(N/N=C1\CCS(=O)(=O)c2ccc(F)cc21)c1ccc([N+](=O)[O-])cc1	3	3	-6	-2	13	5	17	1	-7
CCn1cc(C(=O)N[C@@H](CCSC)C(=O)NCCN2CCOCC2)c(=O)c2cc3c(cc21)OCO3	4	-5	2	9	-2	-4	7	6	-11
CN(c1ccc(Cl)cc1)c1cc(=O)n(C)c2ccccc12	1	-2	1	-4	-1	5	-15	1	5
O=C(c1ccccc1)N1CCC2(CC1)NCCc1[nH]cnc12	9	2	-2	-7	-3	3	8	-3	4
O=C(CN1C(=O)NC2(CCCC2)C1=O)NNC(=O)c1ccccc1F	6	1	3	-3	-8	7	9	.	.
Cc1cc(C(=O)NNC(=O)Nc2cccc(C(F)(F)F)c2)no1	.	1	-5	.	-8	0	4	6	-18

Results in GSTO1 counter, for some of the entries so far:
Compound	GSTO1 counter
CC1CCN(S(=O)(=O)CCNC(=O)c2ccc(F)cc2)CC1	0
O=C(N/N=C1\CCS(=O)(=O)c2ccc(F)cc21)c1ccc([N+](=O)[O-])cc1	1
Cc1cc2n(n1)C(c1ccc3c(c1)OCO3)Nc1ccccc1-2 (stereo not drawn)	-11

More records follow:
SMILES	PAFAH1B3 inh	LYPLA1 inh	PAD4 FP inh	PAFAH2 inh	ZTA DNA inh	LYPLA2 inh	PREPL inhibitor	GSTO1 counter	EBNA-1 inh
CCOC(=O)c1c(/N=C/C2C(=O)CCCC2=O)sc2c1CCCC2	.	1	3	.	4	2	22	4	-6
CCOC(=O)Cc1csc(SCC(=O)Nc2oc(C)c3c(C)n[nH]c(=O)c23)n1	7	-3	-2	-9	-7	1	-3	.	.
O=S(=O)(c1ccccc1)c1cnc(-c2ccccc2)nc1N1CCCCC1	2	2	-1	-3	-10	-1	-9	6	0
Cc1nn(C)c(Sc2ccccc2N)c1[N+](=O)[O-]	-1	1	14	2	-16	-4	13	3	0
Cc1cccc(NC(=O)Cc2cccs2)n1	7	1	7	6	0	1	20	-3	5
CCC1=NN(C(=O)CCc2ccccc2)C(O)(C(F)(F)F)C1 (stereo not drawn)	0	3	0	2	1	-1	2	7	0
CCC(=O)N/N=C(\C)CC(=O)Nc1ccc(Cl)cc1	3	3	-7	-1	-4	4	-11	-2	1
O=c1[nH]cc(-c2ccccc2)c(=O)[nH]1	12	2	4	-4	24	3	-4	9	14
COc1ccc(OC)c(NC(=O)CCCN2C(=O)C3C4C=CC(C4)C3C2=O)c1 (stereo not drawn)	7	-1	1	-8	-2	-4	-4	5	0
CCc1nnc(NS(=O)(=O)c2ccc(NC(=S)NC(=O)c3cccnc3)cc2)s1	2	-1	1	2	-4	-1	1	-1	1
Cc1ccc(NC(=O)/C(=C/c2cccc([N+](=O)[O-])c2)NC(=O)C2CCCCC2)cc1	-2	0	-2	-7	-2	-8	-6	3	-10
COc1ccc(NC(=O)CSCC(=O)Nc2ccccc2N2CCCC2)cc1	-3	0	6	9	2	6	2	-1	6

Already shown: 2 of the compounds above.
SMILES	PAFAH1B3 inh	LYPLA1 inh	PAD4 FP inh	PAFAH2 inh	ZTA DNA inh	LYPLA2 inh	PREPL inhibitor	GSTO1 counter	EBNA-1 inh
CCC(=O)N/N=C(\C)CC(=O)Nc1ccc(Cl)cc1	3	3	-7	-1	-4	4	-11	-2	1
O=c1[nH]cc(-c2ccccc2)c(=O)[nH]1	12	2	4	-4	24	3	-4	9	14

Further structures.
SMILES	PAFAH1B3 inh	LYPLA1 inh	PAD4 FP inh	PAFAH2 inh	ZTA DNA inh	LYPLA2 inh	PREPL inhibitor	GSTO1 counter	EBNA-1 inh
CSc1ccc(/C=C(\C#N)C(=O)Nc2cccc(C)c2)cc1	4	-6	-2	-12	5	-6	-2	-1	4
Cc1[nH]c(=S)c(C#N)c2c1CCCC2	-5	-2	-7	5	2	-7	0	12	2
COc1ccccc1-[n+]1c(C)cc(/C=C2\Sc3ccccc3N2C)cc1C	9	-1	0	-4	2	5	64*	6	11
N#Cc1ccc(C(c2nnnn2C2CCCC2)N2CCC(Cc3ccccc3)CC2)cc1 (stereo not drawn)	-1	-7	-4	-4	2	-4	-1	4	3
COC(=O)c1c(-c2ccccc2OC)sc2ccc(OC)cc12	11	-1	-2	-4	2	-2	5	.	.

Records listed above printed as active in PREPL inhibitor.
| structure | PAFAH1B3 inh | PAD4 FP inh | PAFAH2 inh | PREPL inhibitor | EBNA-1 inh |
| --- | --- | --- | --- | --- | --- |
| COc1ccccc1-[n+]1c(C)cc(/C=C2\Sc3ccccc3N2C)cc1C | 9 | 0 | -4 | 64* | 11 |
